Bioassay records from PubChem BioAssay.
N370S GC – qHTS Assay for Inhibitors and Activators of N370S glucocerebrosidase as a Potential Chaperone Treatment of Gaucher Disease; Lysosomal acid glucosylceramidase (Homo sapiens), P04062; N370S GC spleen homogenate, 4MU-glucoside fluorescence; Potency, µM (highest dose often 59.4 µM), for the others: top-dose activity change, negative = inhibition, most hits filed as inhibitors; hit rate 0.092% among 330,000; AID 2101, 2009;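 note: 0% = full enzyme activity and -100% = no enzyme basal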
TDP1 block – qHTS Assay for Inhibitors of Tyrosyl-DNA Phosphodiesterase (TDP1); Tyrosyl-DNA phosphodiesterase 1 (Homo sapiens), Q9NUW8; recombinant TDP1, AlphaScreen DNA substrate cleavage; Potency, µM (top dose mostly 130 µM), without a hit: top-dose activity change, negative = inhibition, usual class: inhibitors; hit rate 0.28% among 350,000; AID 485290, 2010; note: nearly all actives have a fitted effect of over 40% in size
Target sequence (Q9NUW8 whole entry, looked up): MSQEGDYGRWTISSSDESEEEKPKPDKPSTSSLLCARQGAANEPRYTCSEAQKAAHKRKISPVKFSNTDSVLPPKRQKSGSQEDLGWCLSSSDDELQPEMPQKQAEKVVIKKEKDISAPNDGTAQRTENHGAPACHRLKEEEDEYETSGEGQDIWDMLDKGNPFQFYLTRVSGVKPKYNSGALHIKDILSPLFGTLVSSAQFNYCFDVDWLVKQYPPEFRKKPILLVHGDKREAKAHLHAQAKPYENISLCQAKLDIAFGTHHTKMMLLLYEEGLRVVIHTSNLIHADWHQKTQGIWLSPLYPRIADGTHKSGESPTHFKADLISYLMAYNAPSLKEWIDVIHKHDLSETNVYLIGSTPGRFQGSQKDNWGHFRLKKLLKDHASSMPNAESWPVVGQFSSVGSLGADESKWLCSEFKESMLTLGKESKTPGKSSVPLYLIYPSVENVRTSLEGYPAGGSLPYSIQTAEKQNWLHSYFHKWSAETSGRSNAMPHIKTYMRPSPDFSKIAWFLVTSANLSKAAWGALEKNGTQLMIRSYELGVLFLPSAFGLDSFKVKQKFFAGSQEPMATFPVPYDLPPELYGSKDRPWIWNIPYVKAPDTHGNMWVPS
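Here, a 5' biotin and 3' phosphotyrosine-FITC DNA oligonucleotide reports Tdp1 activity: intact substrate bridges AlphaScreen beads, while cleavage leaves a 3' phosphate and drops signal. All incubations at room temperature.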
TDP1 cell noCPT – qHTS for Inhibitors of human tyrosyl-DNA phosphodiesterase 1 (TDP1): qHTS in cells in absence of CPT | hit rate 15% among 420,000 | DT40 Tdp1-/- hTDP1 cells, no CPT, ATP luminescence, 48 h | Potency, µM (series often up to 46.2 µM), inactives show at the top dose activity change, negative = growth inhibition, actives largely listed as inhibitors; note: nearly all actives have a fitted effect of over 55% in size
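Luminescent ATP content (CellTiter-Glo) served as the growth readout. Knockout chicken DT40 cells expressing human TDP1 were exposed to compounds without camptothecin for a minimum 48 hr at 37 °C.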
* = called active by the depositor; ? = inconclusive; / = not tested or not shown; & = joins results of further samples; [ ] = dose if it differs, or a comment. Calls come from the whole dose curve; as a rule, active = well fitted curve in the direction sought with a large enough effect; inconclusive = small, poorly fitted or top-dose-only effect, or another doubt; inactive = no such curve, though single readings can be large; an effect the other way counts as inactive or inconclusive. Unless noted, % is set by controls: 0 for no effect and ±100 for the full control effect; potency is the fitted concentration of half-maximal effect. This is a subset; count on the stated rates, not on these rows.

SMILES	N370S GC	TDP1 block	TDP1 cell noCPT
CCc1ccccc1NC(=O)c1cc(-c2ccc3c(c2)OCO3)on1	-17%	4%&-1%	-17%&-22%
CN1N=C(/C=C/c2ccccc2)CCC1=O	-26%	3%	-27%
CC(C)OCCCNC(=O)c1ccccc1NC(=O)C1=CSCCO1	-1%	3%	?
COc1ccc(/C=C(\NC(=O)c2ccc(C)cc2)C(=O)NCC2CCCO2)cc1 (stereo not drawn)	-8%	4%	2%
Cc1ccc(OCCNC(=O)c2ccccc2O)cc1	-2%	/	?
OCC1=C[C@@H](O)C2C=CO[C@@H](O[C@@H]3O[C@H](CO)[C@@H](O)[C@H](O)[C@H]3O)C12 (stereo partly drawn)	/	0%	16%
CC1CCN(C(=O)CSc2nnc(-c3cccnc3)n2C2CCCCC2)CC1	12%	2%	-25%
Cc1cc(N2CCCC(C(=O)Nc3ccc4c(c3)CCC4)C2)n2ncnc2n1 (stereo not drawn)	3%	3%	?
CC(C)(C)c1cc(NC(=O)CSc2nnc(N)s2)n(-c2ccccc2)n1	5%	0%	-28%
Cc1ccc(-n2nc(C)cc2Nc2ncc(Cl)cc2Cl)cc1	4%	0%	?
Cc1ccc(OCC(=O)NN=C2c3ccccc3-c3ccccc32)cc1	22%	-1%	-20%
Cc1ccc2nc(Nc3cccc(C(F)(F)F)c3)c3nnnn3c2c1	/	0%	?
CC(=O)N1c2ccccc2CC1C(=O)N1CCN(c2cccc(Cl)c2)CC1 (stereo not drawn)	/	-1%	-14%
CCC/C(C)=C/c1ccc(CC)cn1	4%	-10%	-20%
COc1cc(OC)cc(C(=O)N[C@H](C(=O)Nc2nc(-c3ccc(F)c(F)c3)cs2)C(C)C)c1	-8%	/	?
Cc1ccn2c(C(=O)N/N=C/c3ccc(Cl)cc3)c(C)nc2c1	-5%	/	12%
COc1ccc2c(c1)CCC/C2=N/OC(=O)c1ccccc1OC	17%	1%	?
O=C(OCc1c(F)cccc1Cl)c1cnc(Cl)c(Cl)c1	0%	/	-13%
CCCn1c2ccccc2c2cnn(CC(=O)N3CCC(C(=O)OCC)CC3)c(=O)c21	/	4%	?
Cc1cc(Cl)ccc1NS(=O)(=O)c1ccc2c(c1)CC(C)N2C(=O)C1CCC1 (stereo not drawn)	/	9%	16µM*
CCCNC(=O)Cc1c(O)c2ccccc2[nH]c1=O	-24%	0%	-1%
COc1ccc(C(C[N+](=O)[O-])C2(c3ccc(OC)c(OC)c3)C(=O)c3ccccc3C2=O)cc1 (stereo not drawn)	0%	11%	4.1µM*
CC(C)c1ccc(Nc2nnc(SCC(=O)c3nnc(-c4ccccc4)o3)s2)cc1	-7%	8%	12µM*
CCCCCC1CCC(C(=O)O)CC1 (stereo not drawn)	-3%	9%	-8%
CNC(=S)/N=C/NOCc1c(Cl)cccc1Cl	-10%	0%	-1%
O=C(c1cc(C2CC2)nc2ccc(Br)cc12)N1N=C(C(F)F)CC1(O)C(F)F (stereo not drawn)	?	-6%	16µM*
COc1ccc(-c2cc(C(F)(F)F)c(C#N)c(SCC(=O)Nc3ccccc3C#N)n2)cc1	3%	1%	?
Cc1noc(C(=O)NCC2CCCO2)c1Cl (stereo not drawn)	1%	0%	1%
CCn1cc(C(=O)N2CCc3ccccc32)c(=O)c2cc(S(=O)(=O)N3CCCC3)ccc21	1%	5%	-12%
Cc1ccc(S(=O)(=O)N(CC(=O)N2CCC(C)CC2)Cc2ccccc2F)cc1	?	2%	?
CN(CCC1CCOCC1)Cc1cn[nH]c1-c1ccc(-c2ccccc2)cc1	-12%	-2%	?
O=c1c2c3c(sc2nc(NCCO)n1CCc1ccccc1)CCCCC3	8%	6%	4.1µM*
COc1ccc(NC(=O)C(F)(F)F)cc1OC	6%	0%	1%
CCOc1ccc(NC(=O)COC(=O)CCS(=O)(=O)c2ccc(C)cc2)cc1	10%	5%	-14%
COC(=O)c1cc(C#N)c(Oc2ccccc2OC)nc1C	0%	-4%	-16%
COc1ccc(OC)c(-c2cc(C(=O)Nc3c(C)nn(Cc4ccccc4Cl)c3C)no2)c1	-10%	4%	23µM*
Cc1ccccc1NC(=O)CSc1nc(-c2ccc(F)cc2)nc2c1Cc1ccccc1O2	/	1%	-9%
COc1cc(CCN2C(=O)c3cccc4cccc(c34)C2=O)c(S(=O)(=O)NCCO)cc1OC	-10%	/	?
CCOC(=O)c1cnc2ccc(OCC)cc2c1NCCc1ccc(OC)c(OC)c1	/	-6%	2.3µM*
Cc1ccccc1Nc1nc(N)nc(COC(=O)c2c(C)noc2C)n1	/	-3%	-28%
Cc1ccc(-n2ncc(Cl)c2C(=O)NC2CC2)cc1	20%	/	-24%
CCOc1ccccc1N1CC(C(=O)N(C)Cc2cccnc2)CC1=O (stereo not drawn)	-1%	0%	2%
O=C(CCN1C(=O)c2ccccc2Sc2ncccc21)Nc1ccc(F)cc1	/	0%	?
O=C(CSc1nnc2ccc(-c3cccnc3)nn12)Nc1cccc(F)c1	2%	/	-15%
COc1ccc(-n2nc3c(c2NC(=O)CBr)CSC3)cc1	-8%	2%	22%
O=C(N/N=C/c1ccccc1C(F)(F)F)c1ccc(O)cc1	-5%	0%	-3%
Cc1ccc(CC(=O)N2CCC(c3nc4c(nnn4Cc4ccccc4)c(=O)[nH]3)CC2)cc1	3%	3%	-18%
CCN1C(=O)/C(=C/c2cccs2)S/C1=N\S(=O)(=O)c1ccc(C)cc1	7%	1%	?
Cn1c(=O)c2c(SC3CCCC3)nc(C3CC3)nc2n(C)c1=O	2%	4%	21µM*
COc1ncc2nc(-c3cn(C)c4ccccc34)c(=O)n(C[C@H]3CCCO3)c2n1	2%	/	14%
COc1ccc(Nc2ncc(C(=O)Nc3ccc(F)cc3F)c3ccccc23)cc1	/	9%	18µM*
CCOCCN1CCN(C(=O)CN2CCCC2=O)CC1	5%	0%	-3%
O=C(Nc1ccc(F)cc1Cl)C1=COCCO1	-2%	1%	4%
O=C(NCc1ccc2c(c1)OCO2)c1ccc(S(=O)(=O)C(F)F)cc1	11%	2%	-10%
Cc1cc(C)c2sc(N(CCCN(C)C)C(=O)c3ccc(S(=O)(=O)N4CCc5ccccc5C4)cc3)nc2c1	-18%	6%	/
CCCCN(C)Cc1c(C)[nH]c2ccccc2c1=O	1%	-5%	?
CC(C)c1cc(C(N)=O)c(NC(=O)C2CCC2)s1	12%	5%	-14%
CCCCCCCC(=O)Nc1cc(C(=O)NCCC)ccc1N1CCC2(CC1)CC(c1ccccc1)=NO2	3%	/	12µM*
CCCn1cc(S(=O)(=O)CC(=O)Nc2ccc(OC)cc2OC)c2ccccc21	-1%	5%	-21%
O=c1c2ccccc2n(Cc2c(F)cccc2Cl)c(=O)n1CCc1ccccc1	/	2%	-23%

A draw from above in order of count of non-hydrogen atoms, rising:
SMILES	N370S GC	TDP1 block	TDP1 cell noCPT
O=C(Nc1ccc(F)cc1Cl)C1=COCCO1	-2%	1%	4%
O=C(N/N=C/c1ccccc1C(F)(F)F)c1ccc(O)cc1	-5%	0%	-3%
CCCCCCCC(=O)Nc1cc(C(=O)NCCC)ccc1N1CCC2(CC1)CC(c1ccccc1)=NO2	3%	/	12µM*

Next part.
SMILES	N370S GC	TDP1 block	TDP1 cell noCPT
CN1CCN(CCC(=O)N/N=C/c2cc([N+](=O)[O-])ccc2O)CC1	?	0%	?
CCC(C)(C)NC(=O)C(c1ccccc1)N(Cc1cccnc1)C(=O)c1csnn1 (stereo not drawn)	2%	4%	-7%
Cn1cc(CC(=O)NCCCN2CCCC2=O)c2ccccc21	-1%	2%	-3%
O=C(Nc1cccc(F)c1)N1CCCC2(CCN(C(=O)c3cnccn3)CC2)C1	5%	/	-1%
O=C(c1ccco1)N1CCN(c2ncccn2)CC1	10%	2%	15%
Nc1nc(Cl)c(C=O)c(N2CCCCC2)n1	2%	3%	-2%
Cc1ccc(NC(=O)CNc2cccc(Br)c2)cc1S(=O)(=O)N1CCOCC1	/	-1%	16µM*
COc1cc(C2C(C#N)=C(N)Oc3cc(O)ccc32)cc2c1OCO2 (stereo not drawn)	-1%[2.35 µM]	11%	?
O=C(/C=C/c1ccc(OCCCF)cc1)Nc1ccnc(-c2cccnc2)n1	15%	0%	?
COc1ccc2nc(COC(=O)c3cccc([N+](=O)[O-])c3)c(C(C)=O)[n+]([O-])c2c1	-23%	6%	-8%
CC(NC(=O)CS(=O)(=O)c1ccccc1)c1ccccc1 (stereo not drawn)	0%	3%	0%
CC(C)CCn1nnnc1CN1CCN(c2ccccc2)CC1	-5%	1%	-18%
O=C(NC1CCCC1)c1ccc(CSCc2ccccc2F)o1	/	2%	?
Cc1ccc(NC(=S)N2CCCC(c3ccccc3)=N2)cc1	5%	3%	-17%
N/C(=N\OC(=O)c1ccccc1Cl)c1ccncc1	-7%	-8%	-14%
Cc1ccccc1C(=O)Nc1nnc(S(=O)(=O)N(C)Cc2ccco2)s1	-4%	7%	-1%
COC(=O)c1cc(NC(=O)COC(=O)CCc2nc3ccccc3c(=O)[nH]2)cc(C(=O)OC)c1	/	0%	6%
O=C1CC(SCCc2nc3ccccc3[nH]2)C(=O)N1c1ccc(F)cc1 (stereo not drawn)	-20%	7%	-20%
CN1CCNC(=O)C1CC(=O)NCCC1=CCCCC1 (stereo not drawn)	-3%	0%	3%
COc1ccc(NC(=O)CC23CC4CC(C2)CC(n2nnc(C)n2)(C4)C3)cc1	-2%	8%	?
NS(=O)(=O)c1ccc(NC(=S)NCc2ccc(Cl)cc2)cc1	-4%	1%	?
Clc1ccc(Nc2c(-c3ccccc3Cl)nc3ccc(Cl)cn23)cc1	/	3%	26µM*
CSC(=Nc1ccc(Cl)cc1)N[n+]1ccccc1	-15%	0%	?
COc1ccccc1NC(=O)C(=O)N/N=C(\C)CC(=O)Nc1ccccc1C(F)(F)F	-5%	0%	-13%
O=C(CCS(=O)(=O)c1nc(-c2cccs2)cc(C(F)(F)F)n1)Nc1cccc(O)c1	/	9%	5.2µM*
Cc1ccc(NC(=O)CN2CCN(Cc3ccccc3)CC2)c(Br)c1	-14%	/	-26%
CCOCC(=O)Nc1nnc(C)s1	-6%	4%	-17%
CC1CCCC(NC(=O)COC(=O)c2c[nH]c(=O)[nH]c2=O)C1C (stereo not drawn)	-1%	0%	1%
CC(C)(C)NC(=O)NCC1CCCC1NC(=O)NC(C)(C)C (stereo not drawn)	-2%	/	-24%
O=C1c2cccc3cccc(c23)C(=O)N1/N=C/c1ccc(O)cc1O	1%	5%	-25%

Just N370S GC, for some of the entries so far:
compound | N370S GC
O=C1CC(SCCc2nc3ccccc3[nH]2)C(=O)N1c1ccc(F)cc1 (stereo not drawn) | -20%
CN1CCNC(=O)C1CC(=O)NCCC1=CCCCC1 (stereo not drawn) | -3%
COc1ccc(NC(=O)CC23CC4CC(C2)CC(n2nnc(C)n2)(C4)C3)cc1 | -2%

(cont.)
SMILES	N370S GC	TDP1 block	TDP1 cell noCPT
CCOC(=O)c1c(NC(=O)c2ccc(S(=O)(=O)N3CCOCC3)cc2)sc2c1CCN(C)C2	?	8%	?
COc1ccc(CCNC(=O)C(=O)NCC2CCCN2S(=O)(=O)c2cccs2)cc1 (stereo not drawn)	-6%	-4%	?
COc1ccc(S(=O)(=O)N2CCCCCC2)cc1C(=O)N1CCCC(C(F)(F)F)C1 (stereo not drawn)	2%	-2%	?
CCCCn1nc(C(=O)Nc2ccc(-n3cnnn3)cc2)c2ccccc2c1=O	/	0%	-19%

Entries of single compounds as entered above.
CCn1cc(C(=O)N2CCc3ccccc32)c(=O)c2cc(S(=O)(=O)N3CCCC3)ccc21 in the list: N370S GC: 1%; TDP1 block: 5%; TDP1 cell noCPT: -12%
CC(C)c1cc(C(N)=O)c(NC(=O)C2CCC2)s1 in the list: N370S GC: 12%; TDP1 block: 5%; TDP1 cell noCPT: -14%
